From PubChem BioAssay
STAT3 act = activators of IL-6 induced STAT3 signaling; activation (% of control), % at 5.6 µM; hit rate 0.91% among 190,000; U3A cells, IL-6 STAT3-luciferase reporter, luminescence; 100% = signal with IL-6 EC80 alone; AID 871;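 active = activation above the screen-wide mean of compound activation plus 3 SD, cut at about 130% in these data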;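 also: 0% = background luminescence of wells with medium and substrate only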
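Test system: human U3A cells carrying STAT3-luciferase construct; control set: IL-6-only wells as 100% reference; timing: compound pre-incubation 1 h before IL-6, then 6 h stimulation at 37 °C; also added: IL-6 stimulus at 33 ng/mL final; evaluation: % activation versus median of IL-6-stimulated wells; detection: reporter luminescence signal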
TLR4-MyD88 BLA = inhibitors of human TLR4-MyD88 binding; O00206+Q99836; HeLa CL3-4 TLR4/MyD88 BLA complementation, FRET ratio; inhibition, % at 8.4 µM; hit rate 0.18% among 200,000; in the data active = inhibition above about 25%;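 also: 0% = vehicle and 100% = reference inhibitor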
Target sequence (O00206 whole entry, looked up): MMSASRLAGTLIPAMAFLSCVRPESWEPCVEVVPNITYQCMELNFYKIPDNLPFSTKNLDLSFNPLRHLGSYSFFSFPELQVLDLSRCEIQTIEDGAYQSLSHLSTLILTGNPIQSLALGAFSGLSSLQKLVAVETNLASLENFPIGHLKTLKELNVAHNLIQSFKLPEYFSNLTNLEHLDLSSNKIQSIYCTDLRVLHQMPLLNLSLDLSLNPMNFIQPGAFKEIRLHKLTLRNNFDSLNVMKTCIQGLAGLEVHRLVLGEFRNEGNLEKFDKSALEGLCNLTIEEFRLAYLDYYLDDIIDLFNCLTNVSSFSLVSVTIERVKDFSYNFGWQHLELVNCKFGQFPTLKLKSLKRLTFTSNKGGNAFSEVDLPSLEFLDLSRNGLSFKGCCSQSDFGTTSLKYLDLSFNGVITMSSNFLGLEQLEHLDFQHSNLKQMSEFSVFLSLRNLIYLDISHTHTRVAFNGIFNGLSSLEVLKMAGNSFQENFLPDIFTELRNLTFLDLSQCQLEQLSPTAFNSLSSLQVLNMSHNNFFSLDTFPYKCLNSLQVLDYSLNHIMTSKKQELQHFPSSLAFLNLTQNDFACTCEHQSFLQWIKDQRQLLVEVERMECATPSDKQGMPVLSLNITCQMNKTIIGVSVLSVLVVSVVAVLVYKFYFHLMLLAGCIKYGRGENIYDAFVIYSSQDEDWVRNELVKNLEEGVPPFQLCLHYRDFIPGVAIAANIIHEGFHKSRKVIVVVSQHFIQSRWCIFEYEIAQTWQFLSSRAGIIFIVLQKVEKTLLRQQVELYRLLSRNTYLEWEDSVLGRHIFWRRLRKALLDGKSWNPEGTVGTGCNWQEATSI
Target sequence (Q99836 whole entry, looked up): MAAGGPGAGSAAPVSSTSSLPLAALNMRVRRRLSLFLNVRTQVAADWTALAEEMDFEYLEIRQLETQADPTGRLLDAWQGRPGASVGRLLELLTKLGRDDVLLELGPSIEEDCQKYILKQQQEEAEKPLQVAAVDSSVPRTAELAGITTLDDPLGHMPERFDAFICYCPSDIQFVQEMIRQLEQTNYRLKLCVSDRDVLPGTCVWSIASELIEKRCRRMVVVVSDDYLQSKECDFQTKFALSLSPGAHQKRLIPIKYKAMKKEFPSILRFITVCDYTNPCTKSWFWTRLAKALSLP
APP 5'UTR act = APP 5'UTR luciferase reporter activation; SH-SY5Y APP 5'UTR luciferase reporter, luminescence; zero percent = DMSO vehicle wells; activation, % at 2 µM; hit rate 1% among 190,000; AID 1276;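 active = activation above a set limit, based on mean plus 3 SD of controls, cut at about 140% in these data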; also: values of inactives mirror those of a sister screen read the other way
Hsp70 activator = switches on Hsp70 transcription; HeLa Hsp70 promoter luciferase reporter, luminescence; scaled: vehicle 0, proteasome-inhibitor control 100%; activation, % at 10 µM; AID 1203; hit rate 0.04% among 200,000;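 active = activation above the mean across all tested compounds plus 3 SD, cutoff set per campaign, cut at about 5.5% in these data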;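 also: 100% = MG132 at 30 µM as the positive control and 0% = DMSO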
STAT3 blocker = inhibitors of IL-6 induced STAT3 signaling | U3A cells, IL-6 STAT3-luciferase reporter, luminescence; host cell line lacks STAT1 | inhibition, % at 5.5 µM | hit rate 0.89% among 190,000 | AID 862;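 active = inhibition above the mean inhibition across all screened compounds plus 3 SD, cut at about 44% in these data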;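 also: 0% = DMSO only wells and 100% = 100 µM nifuroxazide control wells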
STAT1 inh = reduces IFN-gamma driven STAT1 reporter signal; AID 920; inhibition, % at 5.5 µM; hit rate 0.35% among 200,000; NIH 3T3 STAT1-luciferase reporter, luminescence;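 active = inhibition above a set limit, the mean inhibition across all tested compounds plus 3 SD, cut at about 34% in these data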;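 also: 0% = IFN-gamma with DMSO and 100% = IFN-gamma with 300 µM nifuroxazide; values of inactives mirror those of a sister screen read the other way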
HMGR II inh = E. faecalis class II HMG-CoA reductase inhibition; purified E. faecalis HMGR, NADPH absorbance 340 nm kinetic; inhibition, % at 10 µM; hit rate 0.41% among 190,000; AID 1066;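 active = inhibition above a set limit, the median over all tested compounds plus 3 SD, cut at about 9.5% in these data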;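 also: enzyme runs in reverse so mevalonate oxidation gives rising NADPH absorbance; 0% = complete reaction with DMSO and 100% = background rate lacking mevalonate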
Redox H2O2 prof = compounds producing H2O2 with reducing agent – biochemical, NIH compound library profiling, artefact control for MLSCN library redox annotation, primary screen | activation, % at 10 µM | DTT-dependent redox cycling H2O2, phenol red/HRP absorbance; 100% = 100 µM peroxide control, 0% = buffer | hit rate 0.03% among 200,000;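 active = activation of at least 50% relative to the plate's high and low controls in the primary single-dose screen; inactive = activation below 50%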;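 also: compound incubated with DTT at 0.8 mM final as the reducing agent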
STAT1 activator = activators of IFN-gamma induced STAT1 signaling; NIH 3T3 STAT1-luciferase reporter, luminescence; 100% = IFN-gamma alone, no compound; activation (% of control), % at 5.5 µM; hit rate 2.6% among 200,000; AID 932;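 active = activation above the screen-wide mean activation plus 3 SD, cut at about 130% in these data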;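 also: raw ratio to IFN-gamma control signal so 100% means no change and 0% no light; values of inactives mirror those of a sister screen read the other way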
NF-kB neuron act = compounds increasing NF-kB expression in human neuronal cells; NF-kB reporter expression; stronger effect = higher value; fold change at 12.5 µM; hit rate 1.6% among 190,000; AID 1239; in the data active = fold change above about 3.3
* hit, by the source's call; x = no result given. No enrichment for hits, and some 5.6% of all compounds hit somewhere here.

SMILES	STAT3 act	TLR4-MyD88 BLA	APP 5'UTR act	Hsp70 activator	STAT3 blocker	STAT1 inh	HMGR II inh	Redox H2O2 prof	STAT1 activator	NF-kB neuron act
C=CCOc1c(CNc2ccc(C(=O)O)cc2)cccc1OC	90	-14	-4	-0.3	15	3	-1	-0.1	97	1.7
O=C(Nc1ccccc1Br)c1c(F)cccc1Cl	96	-10	-2	0.2	9	-5	-1	-0.1	104	1.5
CCC(=O)OCCn1c(=O)c2cc3c(=O)n(CCOC(=O)CC)c(=O)c3cc2c1=O	97	10	17	-0.2	7	3	-2	2.8	97	1.2
COc1ccc(/C=N/NC(=O)CNc2ccc(Br)cc2)c(C(=O)O)c1OC	105	15	15	-0.3	3	-5	1	0.1	104	1
COc1ccccc1C/C(N)=N/OC(=O)c1ccc(C)c([N+](=O)[O-])c1	125	13	4	-0.2	-26	8	0	-6.8	93	3.3
COc1ccc(NC(=O)c2nc(C)n(-c3ccc([N+](=O)[O-])cc3)n2)cc1	101	10	7	0.2	6	-8	-3	-2.0	106	1.1
CCOC(=O)C1C(c2cccnc2)NC(=O)NC1(O)C(F)(F)F (configuration not stated)	102	4	2	0.0	2	-2	-7	0.2	99	1.2
COc1ccc(NC(=O)COc2ccc3c(c2)CCC3)cc1	96	-10	9	0.0	5	9	-2	-2.8	92	1.4
S=c1nc(C2CCCCC2)n(-c2ccccc2)[nH]1	102	-7	-6	-0.3	-1	-5	-1	0.0	104	1.1
O=C(Nc1ccc(Cc2ccncc2)cc1)c1ccc(Br)o1	92	1	-14	-0.1	12	5	3	0.7	95	1.6
CCOc1ccc(CC(=NCCc2ccccc2)C2=C(O)CC(C)(C)CC2=O)cc1OCC	102	11	-4	-0.3	1	2	-6	-0.5	98	0.74
O=S(=O)(Nc1ccc(Cl)cc1)c1ccc(N2CCOCC2)c(NC(=S)NCCN2CCOCC2)c1	98	-15	-4	-0.1	11	4	4	-1.0	96	1.3

Next section; the last three above are carried over.
SMILES	STAT3 act	TLR4-MyD88 BLA	APP 5'UTR act	Hsp70 activator	STAT3 blocker	STAT1 inh	HMGR II inh	Redox H2O2 prof	STAT1 activator	NF-kB neuron act
O=C(Nc1ccc(Cc2ccncc2)cc1)c1ccc(Br)o1	92	1	-14	-0.1	12	5	3	0.7	95	1.6
CCOc1ccc(CC(=NCCc2ccccc2)C2=C(O)CC(C)(C)CC2=O)cc1OCC	102	11	-4	-0.3	1	2	-6	-0.5	98	0.74
O=S(=O)(Nc1ccc(Cl)cc1)c1ccc(N2CCOCC2)c(NC(=S)NCCN2CCOCC2)c1	98	-15	-4	-0.1	11	4	4	-1.0	96	1.3
c1ccc2c(c1)nc(NCC1CCCO1)c1nnnn12 (configuration not stated)	120	9	-8	0.6	-25	-8	-7	-2.3	108	0.68
Cn1c(=O)c2c(-c3ccncc3)c3c(nc2n(C)c1=O)-c1ccccc1C3=O	93	2	-3	0.2	12	0	x	2.0	100	x
Cc1cc(O)c(C(C[N+](=O)[O-])c2ccc(Cl)cc2)c(=O)o1 (configuration not stated)	92	0	-18	-0.5	10	11	-5	0.1	90	1.4
CC(=O)c1ccc(N2CCN(Cc3nc(Cc4ccccc4)no3)CC2)cc1	99	-4	15	-0.2	6	13	1	-0.1	87	1.4
Cc1nc2cc(-c3ccccc3)nn2c(C)c1CCC(=O)N1CCN(c2ccccn2)CC1	85	-9	-23	-0.3	23	5	-8	-1.3	95	0.57
CCOC(=O)CC(NS(=O)(=O)c1ccc(NC(C)=O)cc1)c1ccc(OCC)cc1 (configuration not stated)	94	9	-10	0.1	12	-3	-6	1.6	102	0.99
CCC1CCCCN1C(=O)c1cc(-c2ccc(Cl)c(Cl)c2)on1 (configuration not stated)	107	-4	40	-0.3	-4	-26	-1	1.7	122	1.1
COc1cc2nc(SCC(=O)NC3CC3)n(CCC3=CCCCC3)c(=O)c2cc1OC	98	-9	5	-0.1	6	-2	x	0.2	102	x
CCC(C(=O)N1CCN(c2ccccn2)CC1)n1nc(C)n2c(cc3occc32)c1=O (configuration not stated)	98	2	17	-0.6	6	-5	-5	-1.1	103	0.86
Nc1ccc2cn[nH]c2c1	126	5	-2	-0.3	-27	18	-9	0.2	84	1.2
Cc1cc(=O)n2[nH]c(C)cc2n1	107	0	17	-0.3	-8	-5	-11	-0.4	105	1.1
Cc1nnc2sc(-c3cccc4ccccc34)nn12	82	5	12	-0.6	23	-12	0	0.3	111	1.2
C=C(C)COc1ccc2c(C)c(C)c(=O)oc2c1OCC(=C)C	92	2	-1	0.1	13	0	-3	1.1	100	1.3
Cc1ccc(N2C(=O)C3CCC(c4ccccc4)CC3C2=O)cc1 (configuration not stated)	99	0	5	-0.2	6	-2	-2	0.1	102	1
CC(C)OCCCNc1ncnc2c1[nH]c1ccccc12	45	12	-1	-0.4	66*	29	-2	-0.2	73	0.54
O=C(CN(c1ccc(F)cc1)S(=O)(=O)c1ccc2c(c1)OCCO2)NCc1cccnc1	104	11	2	-0.2	0	0	-6	0.2	100	0.89
CCN(CC)c1ccc(/C=N/NS(=O)(=O)c2ccc(C)c([N+](=O)[O-])c2)cc1	88	11	0	-0.2	13	18	-5	-0.2	84	1
COC(=O)c1[nH]c2cc(OC)ccc2c1NC(=O)CCN1CCCCC1	101	-7	-19	-0.1	0	-3	-2	0.0	103	1.1
O=C(C1=C[C@H](c2ccc3c(c2)OCO3)C[C@H](OCCCCO)O1)N1CCN(Cc2ccc3c(c2)OCO3)CC1	x	4	13	0.0	x	8	-5	0.1	93	0.92
COc1ccc(CCN2CC(O)=C(c3nc(C)cs3)C2=N)cc1OC	99	-8	-13	0.1	5	4	0	2.9	97	1
O=C(NCc1cccc(C(F)(F)F)c1)C1CC(c2ccccc2[N+](=O)[O-])=NO1 (configuration not stated)	113	-5	-9	-0.4	-5	-2	-1	2.0	102	1
COc1cc2ncnc(NCc3ccccc3Cl)c2cc1OC	96	9	-11	-0.4	11	9	-2	-0.4	90	0.84
O=C(CCCCCn1c(=O)[nH]c2ccsc2c1=O)N1CCCCC1	97	-1	7	-0.3	10	0	-1	2.5	100	0.91
COc1cc(-c2cc(-c3ccccc3)nc(SCC(=O)Nc3nccs3)c2C#N)cc(OC)c1OC	106	-5	-17	-0.3	0	10	-2	-5.9	91	1
Cc1ccc(Oc2ccc(-c3nc(N)nc(N)n3)cc2)cc1C	100	1	-92	-0.2	8	-9	-1	-0.5	108	0.9
COc1cccc(CNC(=O)CCC2CCCN(C(=O)Cc3ccccc3F)C2)c1 (configuration not stated)	99	8	-16	-0.1	5	0	-6	-1.6	99	1.1
CC1Nc2ccccc2C(=O)N1NS(C)(=O)=O (configuration not stated)	100	0	-4	-0.1	5	-13	-6	10	110	1.2
O=C1c2cccnc2C(=O)N1c1ccccc1-c1ccccc1	92	-7	-1	-0.2	15	5	-5	-3.2	95	1.2
CC(NC(=O)c1cccc(S(=O)(=O)N2CCN(C)CC2)c1)C1CC2CCC1C2 (configuration not stated)	104	4	-8	-0.1	-2	-14	-1	-1.5	112	1
Cn1c2ccccc2c2c(C(=O)N3CCN(C(=O)c4ccco4)CC3)cn(C3CCCCC3)c(=O)c21	98	11	9	-0.1	8	-6	1	0.9	106	0.4
CC(C)n1c(C(O)c2ccccc2)nc2ccccc21 (configuration not stated)	101	-3	0	-0.3	1	-1	-1	0.3	100	0.92
Cc1nc2cc(NC(=O)N3CCC(c4ccccc4)C3)ccc2n1C (configuration not stated)	99	-13	19	-0.1	4	-18	0	1.0	116	1.7
CC(C)CCC(C(=O)O)C(C)CC(=O)NC1CCCCC1 (configuration not stated)	99	-4	14	0.0	6	-5	-4	-6.1	104	1.1
COCCN(C(=O)Cc1cccs1)c1nnc(-c2cccnc2)s1	101	11	0	0.0	-1	6	-2	-0.1	94	1.4
COc1ccc(N2CCN(S(=O)(=O)c3ccc(Cl)c(C(F)(F)F)c3)CC2)cc1	104	-16	-2	-0.4	-4	-1	-2	0.3	101	1.1
CC1(c2ccccc2)CC(C)(C)N(C(=O)c2cc([N+](=O)[O-])cc([N+](=O)[O-])c2)c2ccccc21 (configuration not stated)	104	-16	6	0.0	-7	-2	4	1.7	102	0.7
COc1ccc(CCNCc2ccc(OCC(=O)N3CCCCC3)c(OC)c2)cc1OC	98	-14	1	-0.1	9	-9	-4	2.3	107	1
C=CCn1c(SCC(N)=O)nc(C)cc1=O	100	9	-5	-0.5	3	-2	-1	0.7	101	1.1
Cc1ccccc1NC(=O)COC(=O)c1c[nH]c(=O)[nH]c1=O	99	6	-11	-0.1	9	-6	-5	-0.2	105	1.1
COCC(C)NC(=O)c1oc2c(c1C)C1(CCC2)SCCS1 (configuration not stated)	105	-12	-7	-0.4	-4	-1	1	-0.6	100	1.2
Clc1ccccc1CN1CCC(Cc2ccccc2)CC1	100	-4	3	-0.4	-5	-1	-7	0.0	101	1.1
CCNC(=O)C/C(C)=N/NC(=O)C(=O)Nc1ccc(CC)cc1	107	7	6	-0.3	-5	-6	5	0.0	104	1
O=C(O/N=C1\CCCc2ccccc21)C1CC1	89	10	23	-0.2	14	-3	-8	-1.2	103	1.1
Cc1nn(C)c(C)c1NC(=O)c1ccc(Cl)cc1	93	4	4	-0.2	10	5	-4	-0.1	98	1.1
Cc1cc(=O)oc(C)c1C(=O)N1CCN(C(c2ccccc2)c2ccccc2)CC1	109	-1	27	-0.3	-6	7	-1	-0.5	94	1.1
CC1CN(c2nc(-c3ccccc3)nc3ccccc23)CC(C)O1 (configuration not stated)	110	3	-1	-0.1	-7	-8	-6	2.5	107	0.63
CCOC(=O)N1CCN(C(=O)CCc2ccc(S(=O)(=O)NCCc3ccccc3)cc2)CC1	99	-7	12	0.0	5	23	0	0.2	79	0.78
O=C(CN1C(=O)c2ccccc2C1=O)NCC(=O)OCC(=O)c1ccc(Cl)cc1	96	-9	4	-0.4	8	-8	4	-0.6	107	1.4
Nc1nc(-c2ccc(Cl)cc2)cn1N	95	5	18	0.1	7	-3	0	-5.0	103	1.1
O=C(Cc1cccc2ccccc12)NNC(=O)c1cccs1	100	-2	2	-0.3	7	-2	3	-3.5	102	1.4
CC(NC(=O)Cn1cccc1C(=O)c1ccccc1)c1ccc2c(c1)OCCO2 (configuration not stated)	108	0	-4	-0.2	3	-3	-2	1.0	102	1
CCOc1ccc2[nH]c(=O)c(CN(CC3COCCO3)C(=O)C3CC3)cc2c1 (configuration not stated)	107	0	-3	0.1	-3	4	3	2.0	96	0.87
O=C(CSc1nnc(-c2ccc(O)cc2)o1)N1CCOCC1	103	-3	1	-0.1	3	-17	2	-0.3	114	1.6
COCCN1C(=O)c2ccccc2C(C(=O)NCCCN2CCCC2)C1c1c[nH]c2ccccc12 (configuration not stated)	96	0	9	-0.3	8	4	-2	-1.1	95	0.97
